OXTR ag – human OXTR agonism; P30559; CHO-OTR cells, Fluo-8 calcium fluorescence; normalized: DMSO 0%, oxytocin 100%; activation, % at 3 µM; hit rate 0.32% among 320,000; AID 2435;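 active = activation above the mean of all tested compounds plus 3 SD, cutoff set per screening run, cut at about 20% in these data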;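 also: peak over basal fluorescence ratio from a 100 s FLIPR kinetic read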
Target sequence (P30559 whole entry, looked up): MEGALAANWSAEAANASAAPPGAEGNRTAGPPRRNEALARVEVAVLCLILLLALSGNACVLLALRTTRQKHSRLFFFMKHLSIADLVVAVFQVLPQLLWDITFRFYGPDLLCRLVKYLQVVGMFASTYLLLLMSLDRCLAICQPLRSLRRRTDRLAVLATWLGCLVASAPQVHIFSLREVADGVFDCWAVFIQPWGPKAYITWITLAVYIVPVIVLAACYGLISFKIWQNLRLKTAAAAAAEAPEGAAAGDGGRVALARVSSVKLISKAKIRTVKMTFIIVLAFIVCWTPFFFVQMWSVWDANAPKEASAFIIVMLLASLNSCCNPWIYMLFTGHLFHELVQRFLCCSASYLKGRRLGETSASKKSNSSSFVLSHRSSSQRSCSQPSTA
PHOSPHO1 inh – blocks human PHOSPHO1 phosphatase activity | Q8TCT1 | recombinant PHOSPHO1, absorbance phosphatase assay | inhibition, % at 13.3 µM | hit rate 1.1% among 290,000; in the data active = inhibition above about 60%
Target sequence (Q8TCT1 whole entry, looked up): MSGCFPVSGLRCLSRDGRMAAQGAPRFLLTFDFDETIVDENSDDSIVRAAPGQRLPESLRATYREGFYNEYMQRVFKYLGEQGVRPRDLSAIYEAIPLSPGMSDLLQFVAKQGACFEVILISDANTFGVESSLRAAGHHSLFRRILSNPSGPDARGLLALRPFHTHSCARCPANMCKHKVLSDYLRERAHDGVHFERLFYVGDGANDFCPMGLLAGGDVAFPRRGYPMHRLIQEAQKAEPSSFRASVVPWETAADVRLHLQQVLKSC
FID counter – displaces DNA intercalator in HCV helicase counter-screen; DNA fluorescent intercalator displacement, fluorescence; inhibition, % at 7.9 µM; hit rate 0.17% among 290,000; in the data active = inhibition above about 37%;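 also: 0% = vehicle and 100% = reference compound; higher means more ethidium bromide displaced from hairpin DNA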
GPR7 antagonist – blocks human GPR7 receptor signaling | hit rate 1.1% among 290,000 | inhibition, % at 4.4 µM | GPR7-expressing cells, fluorescence antagonist assay; in the data active = inhibition above about 16%, passing the limit was not always enough;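 also: cells stimulated with the agonist NPW; 0% = agonist with vehicle and 100% = vehicle without agonist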
VIM-2 inhibitor – blocks Pseudomonas aeruginosa VIM-2 metallo-beta-lactamase. purified VIM-2, nitrocefin hydrolysis, epi-absorbance fluorescence. inhibition, % at 5.6 µM. hit rate 0.89% among 290,000;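 active = inhibition above the mean of all tested compounds plus 3 SD, cutoff set per screening run, cut at about 7.5% in these data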;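 also: red hydrolysis product quenches plate fluorescence so inhibitors raise well fluorescence; 0% = enzyme with DMSO and 100% = DMSO without enzyme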
IMP-1 inhibitor – inhibitors of Pseudomonas aeruginosa IMP-1 metallo-beta-lactamase | purified IMP-1, nitrocefin hydrolysis, epi-absorbance fluorescence | hit rate 0.45% among 290,000 | AID 1556 | inhibition, % at 5.6 µM;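 active = inhibition above the mean plus 3 SD of all compounds in the same screening run, cut at about 4.5% in these data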;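 also: 0% = IMP-1 with DMSO and 100% = DMSO wells lacking enzyme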
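Assay system: purified recombinant IMP-1 beta-lactamase. Input: IMP-1 0.2 nM before substrate addition. Buffer or medium: Zinc- and detergent-supplemented HEPES buffer, pH 7.1. Schedule: 25 °C, 15 min preincubation, 25 min reaction. Signal: Epi-absorbance fluorescence, 480 nm excitation, 530 nm emission. Evaluation: percent inhibition from optical density relative to buffer-blank wells.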
GalR3 antagonist – antagonists of human GalR3. inhibition, % at 3 µM. O60755. hit rate 0.44% among 360,000. AID 651719. HEK293 GalR3-CNG cAMP membrane potential fluorescence; galR3 body fused to GalR1 C-terminus;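 active = inhibition above the screen-wide average plus 3 SD, cut at about 13% in these data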;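 also: forskolin and galanin both at EC90 stimulate the cells; cAMP rise reported by CNG channel membrane potential dye signal; 0% = forskolin plus galanin with DMSO and 100% = forskolin alone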
Target sequence (O60755 1-299 limits assumed): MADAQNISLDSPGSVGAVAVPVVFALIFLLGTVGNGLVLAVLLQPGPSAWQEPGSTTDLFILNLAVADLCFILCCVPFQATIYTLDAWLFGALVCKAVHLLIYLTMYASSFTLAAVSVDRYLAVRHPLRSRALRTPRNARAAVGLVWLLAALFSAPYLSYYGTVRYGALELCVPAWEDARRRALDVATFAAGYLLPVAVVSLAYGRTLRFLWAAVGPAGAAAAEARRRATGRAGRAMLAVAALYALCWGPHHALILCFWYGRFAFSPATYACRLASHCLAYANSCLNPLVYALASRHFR
V1R ag counter – counter-screen for oxytocin receptor agonists: human V1a receptor agonists. activation, % at 3 µM. hit rate 0.25% among 320,000. CHO-V1R cells, Fluo-8 calcium fluorescence, agonist mode; 0% DMSO, 100% 3 nM vasopressin. AID 2797. P37288;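 active = activation above the mean activation of all tested compounds plus 3 SD, per screening run, cut at about 20% in these data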;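 also: signal is peak over basal fluorescence ratio across a 100 second FLIPR read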
NS3 helicase inh – inhibitors of Hepatitis C virus NS3 helicase. inhibition, % at 10.9 µM. NS3 helicase DNA unwinding, Cy5 molecular beacon fluorescence. hit rate 0.56% among 290,000;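 active = inhibition above the mean of all tested compounds plus 3 SD, set per campaign, cut at about 35% in these data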;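 also: 0% = DMSO wells and 100% = thioflavine S control wells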
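Control set: DMSO versus 110 µM thioflavine S; Material: NS3 helicase fragment of HCV; Measured by: Cy5 fluorescence at 0 and 60 min, beacon hairpin quenching; Read-out basis: percent inhibition from t60/t0 fluorescence ratio; Times: reaction time 60 min, 25 °C; Repeats: single replicate; Compound dosing: single dose, 10.9 µM nominal final, DMSO 0.8% final.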
An asterisk follows results filed as active. Not a hit list; 4.3% or so of the library scored in one or more.

Start of the listing, in advance:
Screening O=c1c(-c2n[nH]c(=S)o2)cccn1Cc1ccccc1 returned OXTR ag -0.4, PHOSPHO1 inh -106, FID counter 0, GPR7 antagonist 9, VIM-2 inhibitor -2.0, IMP-1 inhibitor -2.9, GalR3 antagonist -4, V1R ag counter 0.0 and NS3 helicase inh 5.
Screening CCCNC(=O)NC(=O)COC(=O)c1oc2ccc(OCC)cc2c1C returned OXTR ag -1.6, PHOSPHO1 inh 4, FID counter -17, GPR7 antagonist 6, VIM-2 inhibitor -3.9, IMP-1 inhibitor -3.8, GalR3 antagonist -5, V1R ag counter -0.8 and NS3 helicase inh -4.

All compounds of this part, from the start:
Screening O=c1c(-c2n[nH]c(=S)o2)cccn1Cc1ccccc1 returned OXTR ag -0.4, PHOSPHO1 inh -106, FID counter 0, GPR7 antagonist 9, VIM-2 inhibitor -2.0, IMP-1 inhibitor -2.9, GalR3 antagonist -4, V1R ag counter 0.0 and NS3 helicase inh 5.
Screening CCCNC(=O)NC(=O)COC(=O)c1oc2ccc(OCC)cc2c1C returned OXTR ag -1.6, PHOSPHO1 inh 4, FID counter -17, GPR7 antagonist 6, VIM-2 inhibitor -3.9, IMP-1 inhibitor -3.8, GalR3 antagonist -5, V1R ag counter -0.8 and NS3 helicase inh -4.
Screening CC(=O)c1ccccc1NC(=O)CCCNC(=O)c1ccc(Cl)cc1 returned OXTR ag 0.8, PHOSPHO1 inh 12, FID counter -16, GPR7 antagonist -9, VIM-2 inhibitor 3.6, IMP-1 inhibitor 0.1, GalR3 antagonist -6, V1R ag counter 0.1 and NS3 helicase inh -3.
`O=C1Oc2ccccc2C2(O)C3CCCCCC3C12` (stereo unspecified) gave OXTR ag -0.2, PHOSPHO1 inh 38, FID counter -3, GPR7 antagonist 0, VIM-2 inhibitor -1.6, IMP-1 inhibitor -2.7, GalR3 antagonist 9, V1R ag counter 0.1 and NS3 helicase inh 9.
For c1ccc(N2CCN(c3nc4ccccc4n4cnnc34)CC2)cc1 the results were OXTR ag -1.3, PHOSPHO1 inh 6, FID counter -15, GPR7 antagonist -15, VIM-2 inhibitor 2.8, IMP-1 inhibitor -2.6, GalR3 antagonist 3, V1R ag counter -1.1 and NS3 helicase inh -9.
O=c1oc2cc(O)ccc2cc1-c1nc2c(s1)CCc1ccccc1-2 was read as OXTR ag 26*, PHOSPHO1 inh 14, FID counter -3, GPR7 antagonist -4, VIM-2 inhibitor -0.5, IMP-1 inhibitor -0.5, GalR3 antagonist -2, V1R ag counter 14 and NS3 helicase inh 6.
`Cc1cc([N+](=O)[O-])nn1CC(=O)NCc1ccco1` gave OXTR ag 1.0, PHOSPHO1 inh -6, FID counter 0, GPR7 antagonist -1, VIM-2 inhibitor -2.8, IMP-1 inhibitor -2.0, GalR3 antagonist -4, V1R ag counter 0.0 and NS3 helicase inh 8.
For O=C(O)C1CSC(c2ccc(O)c([N+](=O)[O-])c2)N1 (stereo unspecified) the results were PHOSPHO1 inh -5, FID counter -2, GPR7 antagonist -7, VIM-2 inhibitor -2.8, IMP-1 inhibitor -4.3, GalR3 antagonist -1 and NS3 helicase inh 1.
Screening CN(C)/C=C1\C(=O)NN=C1C(F)(F)F returned OXTR ag 0.9, PHOSPHO1 inh 28, FID counter 3, GPR7 antagonist -8, VIM-2 inhibitor -2.1, IMP-1 inhibitor -1.4, GalR3 antagonist -2, V1R ag counter 0.0 and NS3 helicase inh 6.
Screening COc1ccc(C(=O)Nc2cc(C)nc3ccccc23)cc1OC returned OXTR ag 0.5, PHOSPHO1 inh -5, FID counter -1, GPR7 antagonist -18, VIM-2 inhibitor 0.0, IMP-1 inhibitor -4.0, GalR3 antagonist 4, V1R ag counter 2.4 and NS3 helicase inh 4.
Screening Cc1ccc(CNC(=O)c2sccc2-n2cccc2)cc1 returned OXTR ag -2.3, PHOSPHO1 inh 14, FID counter -18, GPR7 antagonist 3, VIM-2 inhibitor -0.5, IMP-1 inhibitor -2.8, GalR3 antagonist 3, V1R ag counter -0.7 and NS3 helicase inh 3.
`CCOc1ccccc1N1CCN(C(=O)c2cc[n+]([O-])cc2)CC1` gave OXTR ag 0.2, PHOSPHO1 inh 46, FID counter -3, GPR7 antagonist -4, VIM-2 inhibitor -4.5, IMP-1 inhibitor -7.0, GalR3 antagonist -4, V1R ag counter 0.4 and NS3 helicase inh -1.
Cc1c(Cl)cccc1NC(=S)N(CCCN1CCOCC1)Cc1cccs1 was read as OXTR ag -0.9, PHOSPHO1 inh -12, FID counter -10, GPR7 antagonist -8, VIM-2 inhibitor -1.9, IMP-1 inhibitor -2.7, GalR3 antagonist -2, V1R ag counter 0.9 and NS3 helicase inh 10.
CCCCOc1ccc(N(CC(=O)NC2CCCC2)C(=O)CCC(=O)Nc2ccccn2)cc1 was read as OXTR ag 0.5, PHOSPHO1 inh -7, FID counter -1, GPR7 antagonist -4, VIM-2 inhibitor -2.1, IMP-1 inhibitor -2.2, GalR3 antagonist 4, V1R ag counter 0.7 and NS3 helicase inh -7.
`CN(C)C(=O)OCC1COc2ccccc2O1` (stereo unspecified) gave OXTR ag 1.3, PHOSPHO1 inh 15, FID counter -4, GPR7 antagonist -6, VIM-2 inhibitor -2.9, IMP-1 inhibitor -3.6, GalR3 antagonist 1, V1R ag counter 0.7 and NS3 helicase inh -3.
For CCOC(=O)c1cnc2c(Cl)c(Cl)ccc2c1NCCN1CCOCC1 the results were OXTR ag -1.6, PHOSPHO1 inh 48, FID counter -20, GPR7 antagonist -7, VIM-2 inhibitor 7.7*, IMP-1 inhibitor -1.7, GalR3 antagonist -8, V1R ag counter -1.5 and NS3 helicase inh -1.
CC(=O)c1ccc(N2CCN(c3ccc(C(F)(F)F)cn3)CC2)cc1 was read as OXTR ag 6.3, PHOSPHO1 inh -15, FID counter -5, GPR7 antagonist 6, VIM-2 inhibitor -2.3, IMP-1 inhibitor -2.4, GalR3 antagonist -4, V1R ag counter 4.9 and NS3 helicase inh -4.
`c1ccc(OCCOc2cccc3cccnc23)cc1` gave OXTR ag -2.6, PHOSPHO1 inh -4, FID counter -8, GPR7 antagonist -4, VIM-2 inhibitor -0.8, IMP-1 inhibitor -2.7, GalR3 antagonist -1, V1R ag counter -1.0 and NS3 helicase inh 4.
Screening COCCSc1nc(N)c2c3c(sc2n1)CN(C)CC3 returned OXTR ag 0.3, PHOSPHO1 inh 49, FID counter 4, GPR7 antagonist -11, VIM-2 inhibitor -2.4, IMP-1 inhibitor -1.8, GalR3 antagonist 0, V1R ag counter -0.1 and NS3 helicase inh -9.
O/N=C/c1ccccc1Oc1ccc(Cl)cc1 was read as OXTR ag -2.0, PHOSPHO1 inh 32, FID counter 3, GPR7 antagonist -17, VIM-2 inhibitor -1.5, IMP-1 inhibitor -1.8, GalR3 antagonist -4, V1R ag counter -0.4 and NS3 helicase inh 6.
O=C(c1ccc(N2C(=O)C3CCCCC3C2=O)cc1)N1CCCCC1 (stereo unspecified) was read as OXTR ag -0.9, PHOSPHO1 inh -1, FID counter -17, GPR7 antagonist -14, VIM-2 inhibitor -2.8, IMP-1 inhibitor -2.7, GalR3 antagonist -8, V1R ag counter 0.4 and NS3 helicase inh -2.
For Cc1nnc(SCC(=O)NC23CC4CC(CC(C4)C2)C3)n(N)c1=O the results were OXTR ag 1.6, PHOSPHO1 inh -35, FID counter -2, GPR7 antagonist -11, VIM-2 inhibitor -2.9, IMP-1 inhibitor -3.2, GalR3 antagonist -7, V1R ag counter 0.1 and NS3 helicase inh -3.
For COc1ccc(OCC(=O)NNC(=O)c2ccccn2)cc1 the results were OXTR ag 0.7, PHOSPHO1 inh 13, FID counter -1, GPR7 antagonist -9, VIM-2 inhibitor -3.3, IMP-1 inhibitor -3.9, GalR3 antagonist -3, V1R ag counter -0.6 and NS3 helicase inh -4.
`Cc1nnc(-c2cnn(C)c2N)n1Cc1cccc(Cl)c1` gave OXTR ag 0.8, PHOSPHO1 inh 1, FID counter -1, GPR7 antagonist -2, VIM-2 inhibitor -2.6, IMP-1 inhibitor -5.7, GalR3 antagonist -1, V1R ag counter 1.0 and NS3 helicase inh -6.
CSc1nnc(-c2cnccn2)n1CCCN1CCCC1=O was read as OXTR ag -0.1, PHOSPHO1 inh 11, FID counter -4, GPR7 antagonist -3, VIM-2 inhibitor 1.7, IMP-1 inhibitor -0.3, GalR3 antagonist -5, V1R ag counter -0.1 and NS3 helicase inh 3.
For CCCn1c(=O)c(C(=O)NNC(=O)c2cccc([N+](=O)[O-])c2)c(O)c2ccccc21 the results were OXTR ag -1.1, PHOSPHO1 inh 14, FID counter -22, GPR7 antagonist -9, VIM-2 inhibitor -2.4, IMP-1 inhibitor -4.2, GalR3 antagonist -1, V1R ag counter -0.3 and NS3 helicase inh 12.
COc1cc(OC)cc(C(=O)NCC(=O)OCc2csc(-c3ccccc3)n2)c1 was read as OXTR ag -1.1, PHOSPHO1 inh 6, FID counter -16, GPR7 antagonist 11, VIM-2 inhibitor -2.8, IMP-1 inhibitor -0.7, GalR3 antagonist -3, V1R ag counter 1.8 and NS3 helicase inh -2.
COc1cc(S(=O)(=O)Nc2cccc(C)c2)ccc1NC(=O)c1cccnc1 was read as OXTR ag 2.6, PHOSPHO1 inh 4, FID counter -22, GPR7 antagonist 1, VIM-2 inhibitor -3.8, IMP-1 inhibitor -3.2, GalR3 antagonist -5, V1R ag counter 3.7 and NS3 helicase inh -6.
`Cc1ccc(Cn2nc3c4cc(F)ccc4n(Cc4ccc(F)cc4)cc-3c2=O)cc1` gave PHOSPHO1 inh 18, FID counter -6, GPR7 antagonist -6, VIM-2 inhibitor -1.0, IMP-1 inhibitor -2.4, GalR3 antagonist -8 and NS3 helicase inh 2.
`Nc1nnnn1CC(=O)N/N=C/c1ccccn1` gave OXTR ag 0.0, PHOSPHO1 inh 44, FID counter -3, GPR7 antagonist -12, VIM-2 inhibitor -3.5, IMP-1 inhibitor -3.4, GalR3 antagonist -2, V1R ag counter 0.3 and NS3 helicase inh -8.
`COc1ccc(CC(=O)Nc2cccc(C(=O)Nc3cccc(C)c3)c2)cc1` gave OXTR ag 0.8, PHOSPHO1 inh 20, FID counter -8, GPR7 antagonist 1, VIM-2 inhibitor -0.3, IMP-1 inhibitor -0.9, V1R ag counter 2.3 and NS3 helicase inh 5.
For O=C(CN1CC(=O)Oc2ccccc21)OCC(=O)c1ccccc1 the results were OXTR ag 0.1, PHOSPHO1 inh 10, FID counter -1, GPR7 antagonist -16, VIM-2 inhibitor -1.9, IMP-1 inhibitor -4.2, GalR3 antagonist -4, V1R ag counter 0.5 and NS3 helicase inh 2.
For CCOC(=O)N1CCC(NC(=O)C2=CCN(S(=O)(=O)c3ccc(OC)cc3)CC2)CC1 the results were OXTR ag 0.2, PHOSPHO1 inh 24, FID counter -32, GPR7 antagonist -20, VIM-2 inhibitor -3.1, IMP-1 inhibitor -4.0, GalR3 antagonist 4, V1R ag counter -0.2 and NS3 helicase inh 2.

From PubChem BioAssay
